Assay outcomes from PubChem.
C2C12 statin: suppressors of simvastatin-induced myotoxicity in C2C12 myotubes | ATP luminescence, 48 h; scaled: DMSO 0, geranylgeraniol control 100 | rescue of ATP level, % at 7.49 µM | hit rate 0.78% among 330,000;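 active = mean ATP rescue above about 67%, or every replicate alone reaching that limit, limit read from the data, passing the limit was not always enough; inconclusive = no clear call, values can overlap the other calls; inactive = mean under the limit and some replicate under it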;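 also: myotubes were challenged with 10 µM simvastatin during compound exposure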
SIRT5 inh: blocks human SIRT5 desuccinylation of peptide; Purified SirT5, succinyl-peptide AMC, trypsin-coupled fluorescence; inhibition, % at 15 µM; hit rate 1.1% among 330,000; AID 652115; in the data active = inhibition above about 15%; inconclusive = no clear call, values can overlap the other calls
Target sequence (Q9NXA8 whole entry, looked up): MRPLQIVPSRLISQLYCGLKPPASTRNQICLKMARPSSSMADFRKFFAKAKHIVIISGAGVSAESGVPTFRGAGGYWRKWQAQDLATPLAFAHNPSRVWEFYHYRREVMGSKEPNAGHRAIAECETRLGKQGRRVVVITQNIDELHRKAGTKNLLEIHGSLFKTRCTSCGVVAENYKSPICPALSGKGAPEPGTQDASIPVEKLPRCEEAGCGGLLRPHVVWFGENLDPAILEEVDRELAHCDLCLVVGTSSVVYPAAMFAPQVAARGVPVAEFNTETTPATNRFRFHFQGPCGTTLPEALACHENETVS
Cneo AK release: Cryptococcus neoformans lysis via adenylate kinase release. C. neoformans lysis, adenylate kinase release luminescence, 4 h; normalised: neutral wells 0, clomiphene wells 100. lysis activity, % at 15 µM. hit rate 0.2% among 360,000;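 active = mean lysis activity across replicates of at least 80%, whatever share of replicates individually reach that level; inactive = mean lysis activity below 80%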
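Signal: Adenylate kinase release luminescence | Assay system: Log-phase Cryptococcus neoformans yeast cells | Input: Cells at 5 × 10^6 per mL | Buffer or medium: Fresh YPD growth medium | Compound: Single dose | Schedule: Static 4 h at 37 °C with compound, 1 h detection | Controls: Clomiphene | Read-out: Luminescence rise reflecting yeast cell lysis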
miR122 inh: blocks miR-122 activity in Huh7 sensor cells; Huh7 miR-122 Renilla luciferase sensor, 48 h; neutral wells = 0, positive control = 100; activation (reporter increase), % at 12.5 µM; hit rate 0.3% among 340,000; AID 602342;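 active = mean replicate activation score at least 90 and every replicate individually at or above 90; inconclusive = only one of the two criteria met; inactive = neither criterion met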;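 also: higher luciferase means less miR-122 activity so hits act as miR-122 inhibitors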
esBAF inh: blocks esBAF chromatin remodeling in mouse ES cells; Bmi1-luciferase knock-in reporter, 24 h; 100% = twice the neutral-well signal; reporter increase, % at 12.5 µM; hit rate 2% among 350,000; in the data active = activation above about 40%; inconclusive = no clear call, values can overlap the other calls;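 also: 0% = median of the plate's neutral control wells and 100% = double that signal; a rise in the Bmi1 reporter signal indicates esBAF inhibition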
ARNT TACC3 PPI: disruptors of human ARNT/TACC3 interaction. Q9Y6A5. AlphaScreen His-ARNT PAS-B/GST-TACC3 binding, luminescence; TACC3 fragment carries E629A point mutation. inhibition, % at 9.99 µM. hit rate 0.66% among 390,000;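 active = mean inhibition of replicates at least 50% and at least half of replicates each reaching 50%; inconclusive = half or more replicates reach 50% but mean below 50%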;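 also: 0% = complete ARNT plus TACC3 wells and 100% = ARNT alone without TACC3; many hits fall short of the cut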
ERp5 inh: inhibitors of human ERp5. Q15084. ERp5 insulin aggregation, absorbance 650 nm, 90 min. inhibition, % at 9.99 µM. hit rate 0.05% among 350,000. AID 651711;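 active = mean replicate inhibition above about 25%, with every replicate also reaching it, limit read from the data, passing the limit was not always enough; inconclusive = only one of those two criteria met; inactive = neither criterion met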
Target sequence (Q15084 whole entry, looked up): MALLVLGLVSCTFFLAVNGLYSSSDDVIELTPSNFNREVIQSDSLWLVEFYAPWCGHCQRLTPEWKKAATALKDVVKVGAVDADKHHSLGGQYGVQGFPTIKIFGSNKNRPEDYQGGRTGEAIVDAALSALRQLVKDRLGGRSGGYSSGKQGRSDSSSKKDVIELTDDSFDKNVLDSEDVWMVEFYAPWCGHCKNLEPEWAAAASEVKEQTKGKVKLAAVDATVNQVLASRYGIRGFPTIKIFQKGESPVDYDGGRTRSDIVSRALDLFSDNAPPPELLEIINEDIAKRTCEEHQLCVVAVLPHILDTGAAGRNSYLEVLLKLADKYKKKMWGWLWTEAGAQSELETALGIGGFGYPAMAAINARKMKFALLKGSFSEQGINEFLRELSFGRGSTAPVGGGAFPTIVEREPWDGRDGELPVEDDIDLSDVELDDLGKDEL
Numbers without * were called inactive; & = joins results of further samples; ! = not confirmed by another sample; [ ] = another dose, or the depositor's remark.

What do the screens show for `CCCCc1cn([C@@H](CCCCN)C(=O)N2CCNCC2)nn1`?
C2C12 statin: 13.7; Cneo AK release: -0.9; miR122 inh: -0.8; esBAF inh: 4.3; ARNT TACC3 PPI: 3.3; ERp5 inh: 2.8

How did COC(=O)[C@@H]1CCCN1C(=O)CCc1nnc(C2CCCCC2)o1 do in these assays?
C2C12 statin: 0.9; SIRT5 inh: -0.9; Cneo AK release: 1.8; miR122 inh: -4.6; esBAF inh: 2.9; ARNT TACC3 PPI: 1.1; ERp5 inh: 4.3

What do the screens show for `O=C(NC1CCCC1)c1ccc(COCC(F)(F)F)o1`?
C2C12 statin: 1.3; SIRT5 inh: -4.1; miR122 inh: -5.0; esBAF inh: -2.6; ARNT TACC3 PPI: -13.1; ERp5 inh: 9.9

Results for O=C(Nc1cccc(F)c1)NC1(C(=O)N2CCN3CCCC3C2)CCCCC1 (configuration not stated) ?
C2C12 statin: 8.3; Cneo AK release: 2.2; miR122 inh: -4.1; esBAF inh: -0.5; ARNT TACC3 PPI: -2.4

What do the screens show for `C[C@H](CO)N1C[C@H](C)[C@@H](CN(C)C(=O)C2CC2)Oc2cc(C#C[C@@H](C)O)ccc2S1(=O)=O`?
C2C12 statin: -27.9; SIRT5 inh: -0.2; Cneo AK release: 0.2; miR122 inh: -7.5[16.7 µM]; esBAF inh: -11.9; ARNT TACC3 PPI: -6.3; ERp5 inh: 12.7

Results for O=S(=O)(c1ccccc1)c1nc(-c2ccco2)oc1N1CCOCC1 ?
C2C12 statin: -8.4; miR122 inh: -1.9; esBAF inh: -1.5; ARNT TACC3 PPI: -11.1

Results for CCCCCN1CC(O)=C(c2ccccc2)C1=N ?
C2C12 statin: 0.0; Cneo AK release: 1.8; miR122 inh: 1.6; esBAF inh: -4.3; ARNT TACC3 PPI: -1.3

What do the screens show for `CCN1CCN(CC(=O)c2cc(OC)c(OC)c(OC)c2)CC1`?
C2C12 statin: 12.8; SIRT5 inh: -1.9; Cneo AK release: -0.5; miR122 inh: -7.6; esBAF inh: 6.8; ARNT TACC3 PPI: -0.8; ERp5 inh: 0.3

Results for O=[n+]1c2c(n([O-])c3ccccc31)CCCC2 ?
C2C12 statin: -3.5; Cneo AK release: -3.6; miR122 inh: 3.2; esBAF inh: -13.0; ARNT TACC3 PPI: 15.3

Results for CC1CCCCN1C(=O)c1ccc(CS(=O)(=O)Cc2ccccc2)cc1 (configuration not stated) ?
SIRT5 inh: -1.9; Cneo AK release: 0.0; miR122 inh: -1.8; ARNT TACC3 PPI: -2.9; ERp5 inh: 16.1

How did Cc1nnc(SCC(=O)Nc2ccc3[nH]c(=O)[nH]c3c2)s1 do in these assays?
SIRT5 inh: -2.0; ARNT TACC3 PPI: -1.6; ERp5 inh: 0.5

Results for CN(CCc1ccccc1)C(=O)c1ccc(NC(=O)Cc2cccc(NC(=O)C3CCN(C(=O)c4ccccc4)CC3)c2)cc1 ?
C2C12 statin: 0.6; SIRT5 inh: -5.6; Cneo AK release: 4.7; miR122 inh: -5.4; esBAF inh: -5.3; ARNT TACC3 PPI: -3.1; ERp5 inh: 6.6

What do the screens show for `O=C(NCc1ccccc1Br)c1cccc2c1C(=O)c1ccc(N3CCC(Cc4ccccc4)CC3)cc1S2(=O)=O`?
C2C12 statin: -30.4; Cneo AK release: -1.8; miR122 inh: 10.8; esBAF inh: -4.6; ARNT TACC3 PPI: -5.4

Results for CC(=O)c1cccc(NC(=O)Oc2ccccc2)c1 ?
C2C12 statin: -4.3; Cneo AK release: -2.7; miR122 inh: 5.2; esBAF inh: -7.1; ARNT TACC3 PPI: -3.7; ERp5 inh: 0.3

How did COCC#Cc1ccc([C@H]2[C@H]3CN(C(=O)NC4CCCC4)CCCCN3[C@H]2CO)cc1 do in these assays?
C2C12 statin: -15.8; SIRT5 inh: -0.3; Cneo AK release: 2.8; miR122 inh: 1.3[16.7 µM]; esBAF inh: -0.2; ARNT TACC3 PPI: -4.3; ERp5 inh: 1.7

Next section (two carried over from the part before).
Results for CC(=O)c1cccc(NC(=O)Oc2ccccc2)c1 ?
C2C12 statin: -4.3; Cneo AK release: -2.7; miR122 inh: 5.2; esBAF inh: -7.1; ARNT TACC3 PPI: -3.7; ERp5 inh: 0.3

How did COCC#Cc1ccc([C@H]2[C@H]3CN(C(=O)NC4CCCC4)CCCCN3[C@H]2CO)cc1 do in these assays?
C2C12 statin: -15.8; SIRT5 inh: -0.3; Cneo AK release: 2.8; miR122 inh: 1.3[16.7 µM]; esBAF inh: -0.2; ARNT TACC3 PPI: -4.3; ERp5 inh: 1.7

Results for C[C@@H]1CN([C@H](C)CO)C(=O)c2cc(NS(=O)(=O)c3ccccc3)ccc2O[C@@H](C)CCCCO[C@H]1CN(C)C(=O)NC1CCCCC1 ?
SIRT5 inh: 4.1; Cneo AK release: 0.2; miR122 inh: 2.2[16.7 µM]; esBAF inh: -1.2; ARNT TACC3 PPI: 8.1; ERp5 inh: 0.1

How did C[C@H]1CN([C@@H](C)CO)C(=O)c2cc(NC(=O)CCC(F)(F)F)ccc2O[C@@H]1CN(C)Cc1ccc(C(=O)O)cc1 do in these assays?
C2C12 statin: -9.6; SIRT5 inh: 0.5; Cneo AK release: -2.1; miR122 inh: 2.6[16.7 µM]; esBAF inh: -3.1; ARNT TACC3 PPI: -1.2; ERp5 inh: -0.9

Results for CN(C)C(CNC(=O)C1CC(=O)N(Cc2ccccc2)C1)c1ccccc1 (configuration not stated) ?
C2C12 statin: 15.7; SIRT5 inh: -4.7; Cneo AK release: -0.5; esBAF inh: 6.4; ARNT TACC3 PPI: 1.9; ERp5 inh: -2.3

How did Cc1nc(NC(=O)CCl)sc1C(=O)N(C)C do in these assays?
SIRT5 inh: -6.4; ARNT TACC3 PPI: -2.1; ERp5 inh: 7.0

What do the screens show for `Cc1ccc(S(=O)(=O)CCC(=O)OCC(=O)NCc2ccc(F)cc2)cc1`?
C2C12 statin: -4.9; SIRT5 inh: -2.2; Cneo AK release: 23.4; miR122 inh: -1.3; esBAF inh: -6.0; ERp5 inh: -6.0

What do the screens show for `Cc1ccc(/C=N/NC(=O)c2nc3nc(C)cc(C)n3n2)cc1`?
SIRT5 inh: 2.3; ARNT TACC3 PPI: -3.0; ERp5 inh: inconclusive

How did CCOc1ccc(C2C(C(=O)c3ccco3)=C(O)C(=O)N2CCCn2ccnc2)cc1 (configuration not stated) do in these assays?
C2C12 statin: -2.7; Cneo AK release: 0.3; miR122 inh: -7.0; esBAF inh: 53.8*; ARNT TACC3 PPI: 4.5

Results for CC(C)NC(=O)Nc1ccc2c(c1)CC(=O)N([C@@H](C)CO)C[C@@H](C)[C@@H](CN(C)S(=O)(=O)c1ccc(Cl)cc1)O2 ?
C2C12 statin: -19.2; SIRT5 inh: 4.1; Cneo AK release: 101.9*; miR122 inh: 22.5[16.7 µM]; esBAF inh: -10.0; ARNT TACC3 PPI: -7.2; ERp5 inh: 2.0

Results for O=C(C[C@@H]1CC[C@@H]2[C@H](COC[C@H](O)CN2C(=O)Cc2ccccc2)O1)NC1Cc2ccccc2C1 ?
C2C12 statin: 10.7; SIRT5 inh: -0.2; Cneo AK release: 3.7; miR122 inh: -10.3[16.7 µM]; esBAF inh: 0.7; ARNT TACC3 PPI: -4.2; ERp5 inh: -1.1

What do the screens show for `CC(C)NC(=O)N(C)C[C@@H]1OCc2cnnn2CCCC(=O)N([C@@H](C)CO)C[C@H]1C`?
C2C12 statin: -12.0&0.1; SIRT5 inh: 26.2*!; Cneo AK release: -0.4&50.1; miR122 inh: -0.7; esBAF inh: -2.9&-3.3; ARNT TACC3 PPI: -6.8; ERp5 inh: 3.0&2.1

How did COc1cccc(C(C)NC(=O)c2ccncc2)c1 (configuration not stated) do in these assays?
C2C12 statin: -9.8; SIRT5 inh: 3.3; Cneo AK release: -0.9; miR122 inh: 3.2; esBAF inh: -6.3; ARNT TACC3 PPI: -1.4; ERp5 inh: -2.0

What do the screens show for `O=C(CSc1ccccn1)N/N=C/c1cc([N+](=O)[O-])ccc1O`?
SIRT5 inh: 2.3; ARNT TACC3 PPI: 75.8*; ERp5 inh: 5.3

What do the screens show for `Cc1ccc(Cn2c(SC(C)C(N)=O)nc3ccccc3c2=O)cc1` (configuration not stated)?
SIRT5 inh: 2.7; miR122 inh: 8.4; ARNT TACC3 PPI: 5.8; ERp5 inh: -4.8

Results for COc1ccc(-c2csc(N(CCCN(C)C)C(=O)c3ccc(F)cc3)n2)cc1 ?
C2C12 statin: 0.9; SIRT5 inh: 2.6; Cneo AK release: 1.4; miR122 inh: 4.6; esBAF inh: 6.7; ARNT TACC3 PPI: 7.9; ERp5 inh: 4.8

What do the screens show for `CC(=O)Oc1ccccc1C(=O)C=Cc1cccc([N+](=O)[O-])c1`?
C2C12 statin: 15.0; Cneo AK release: 3.6; miR122 inh: 24.7; ARNT TACC3 PPI: 1.2; ERp5 inh: 4.2

Results for O=C(Nc1c(-c2ccccc2)[nH][nH]c1=O)c1ccc(Br)cc1 ?
C2C12 statin: -0.1; SIRT5 inh: -0.3; Cneo AK release: -7.1; miR122 inh: -8.1; esBAF inh: -6.5; ERp5 inh: -7.3

How did Cc1cc(OC(=O)c2ccccc2)n(CCC#N)n1 do in these assays?
Cneo AK release: -0.4; miR122 inh: -7.2; ARNT TACC3 PPI: -20.9

How did Cc1ccc(S(=O)(=O)N(C)C[C@@H]2OCCCC[C@@H](C)Oc3ccc(NC(=O)Cc4ccccc4)cc3C(=O)N([C@@H](C)CO)C[C@H]2C)cc1 do in these assays?
SIRT5 inh: -14.5; Cneo AK release: 22.3; miR122 inh: -4.3[16.7 µM]; esBAF inh: 7.5; ARNT TACC3 PPI: -6.7; ERp5 inh: 1.7

How did CCOC(=O)N1CCN(C(=O)CCS(=O)(=O)c2ccc3c(c2)CC(C)N3C(=O)CC)CC1 (configuration not stated) do in these assays?
C2C12 statin: -0.2; SIRT5 inh: -3.4; Cneo AK release: 1.6; miR122 inh: -0.7; esBAF inh: -8.6; ARNT TACC3 PPI: -3.9; ERp5 inh: -1.9

How did CCOC(=O)c1cnc2c(c(C3CC3)nn2C)c1N1CCOCC1 do in these assays?
Cneo AK release: -2.0; miR122 inh: -0.6; ARNT TACC3 PPI: -11.3; ERp5 inh: -6.6

Results for COc1ccc(Cl)cc1S(=O)(=O)N(C)CC(=O)NCc1ccc2c(c1)OCO2 ?
C2C12 statin: 0.3; SIRT5 inh: -1.8; Cneo AK release: -1.1; miR122 inh: 2.4; esBAF inh: -0.1; ARNT TACC3 PPI: -1.9; ERp5 inh: 0.8

Results for Cc1ccc(C(C(=O)NCc2ccc(F)cc2)N(C(=O)c2csnn2)C2CC2)o1 (configuration not stated) ?
C2C12 statin: 2.4; Cneo AK release: -1.0; miR122 inh: 8.8; esBAF inh: -1.3; ARNT TACC3 PPI: -0.2

Results for CCOC(=O)c1ccc(N2C(=O)CC(C3CCCO3)C2=O)cc1 (configuration not stated) ?
C2C12 statin: -14.1; Cneo AK release: -0.6; miR122 inh: -9.1; esBAF inh: 5.8; ARNT TACC3 PPI: -5.4

How did COc1cccc(CNC(=O)C[C@@H]2C=C[C@H](NS(=O)(=O)c3ccccc3OC)[C@H](CO)O2)c1 do in these assays?
C2C12 statin: -3.0; SIRT5 inh: -7.4; Cneo AK release: 0.5; esBAF inh: 0.1; ARNT TACC3 PPI: 1.4; ERp5 inh: 0.3

What do the screens show for `C[C@@H]1CN([C@H](C)CO)C(=O)c2cc(NS(C)(=O)=O)ccc2O[C@H]1CN(C)C(=O)NC1CCCCC1`?
C2C12 statin: 12.2; SIRT5 inh: -3.6; Cneo AK release: -2.8; miR122 inh: -9.9[16.7 µM]; esBAF inh: -5.0; ARNT TACC3 PPI: -4.3; ERp5 inh: 2.0

Results for CNC(=O)Nc1ccc(C2SCCS2)cc1 ?
SIRT5 inh: -3.8; ARNT TACC3 PPI: 0.6; ERp5 inh: 5.5
